Efflux pump mplx – antifungal efflux pump inhibition, Nile Red retention | 330,000 compounds, 0.44% hits | S. cerevisiae Candida pump triplex | inhibition, % at 10 µM;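 active = plate passing quality check with inhibition over a set limit, or well fluorescence over plate mean plus 4 SD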;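 also: Nile Red retained in pooled yeast measured as flow cytometry median fluorescence; 0% = buffer negative control and 100% = Enniatin B positive control; higher means more Nile Red kept so more efflux inhibition; some compounds called inactive have numbers as strong as hits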
PP1 inh – counter-screen for PP5 inhibitors: inhibitors of human PP1-alpha. P62136. purified PP1alpha, OMFP fluorescence. inhibition, % at 6.7 µM. 320,000 compounds, 0.9% hits. AID 2235;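 active = inhibition above the mean inhibition of all tested compounds plus 3 SD, computed separately for each screening campaign, cut at about 15% in these data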
Target sequence (P62136 whole entry, looked up): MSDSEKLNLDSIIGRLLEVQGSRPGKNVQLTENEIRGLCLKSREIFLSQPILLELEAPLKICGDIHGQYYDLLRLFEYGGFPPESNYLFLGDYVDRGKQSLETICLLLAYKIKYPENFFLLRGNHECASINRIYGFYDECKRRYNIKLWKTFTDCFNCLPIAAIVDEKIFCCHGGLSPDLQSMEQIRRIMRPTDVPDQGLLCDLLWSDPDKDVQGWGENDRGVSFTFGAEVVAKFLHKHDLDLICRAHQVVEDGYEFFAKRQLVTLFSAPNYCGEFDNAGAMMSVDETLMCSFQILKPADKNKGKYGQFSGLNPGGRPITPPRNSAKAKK
ZTA counter – counter-screen for EBNA-1 inhibitors: inhibitors of Epstein-Barr virus ZTA. P03206. ZTA-DNA binding, fluorescence polarization. inhibition, % at 11 µM. 320,000 compounds, 0.15% hits. AID 2234; in the data active = inhibition above about 33%
PREPL inhibitor – inhibits the human prolyl oligopeptidase-like enzyme; Q4J6C6; recombinant PREPL, fluorescence polarization activity-based probe; inhibition, % at 5.96 µM; 320,000 compounds, 0.68% hits; AID 2751; in the data active = inhibition above about 43%;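 also: 0% = enzyme with DMSO and 100% = wells lacking enzyme; many of its hits are not listed in these tables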
Target sequence (Q4J6C6 whole entry, looked up): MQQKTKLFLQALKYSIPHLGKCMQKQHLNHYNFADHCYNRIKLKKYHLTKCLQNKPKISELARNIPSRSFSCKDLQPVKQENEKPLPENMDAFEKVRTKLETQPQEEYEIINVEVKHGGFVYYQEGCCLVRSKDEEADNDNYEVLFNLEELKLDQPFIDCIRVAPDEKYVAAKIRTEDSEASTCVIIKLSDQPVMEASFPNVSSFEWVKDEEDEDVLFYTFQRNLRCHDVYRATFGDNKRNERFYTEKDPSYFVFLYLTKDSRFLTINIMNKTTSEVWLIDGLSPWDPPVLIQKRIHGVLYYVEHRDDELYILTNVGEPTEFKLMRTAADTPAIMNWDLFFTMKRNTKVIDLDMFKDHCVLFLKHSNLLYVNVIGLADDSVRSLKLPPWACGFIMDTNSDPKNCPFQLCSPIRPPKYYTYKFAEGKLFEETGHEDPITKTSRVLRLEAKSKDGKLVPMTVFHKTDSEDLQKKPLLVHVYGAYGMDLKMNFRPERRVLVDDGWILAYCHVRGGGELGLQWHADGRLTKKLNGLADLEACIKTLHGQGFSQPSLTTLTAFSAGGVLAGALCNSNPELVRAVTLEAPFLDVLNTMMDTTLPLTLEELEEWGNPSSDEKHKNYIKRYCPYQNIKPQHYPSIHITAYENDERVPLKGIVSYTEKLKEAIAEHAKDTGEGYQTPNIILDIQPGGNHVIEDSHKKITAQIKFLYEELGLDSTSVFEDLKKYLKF
HCV core dimer – blocks dimerization of HCV core protein; TR-FRET GST/Flag-core106 dimerization, 1536-well; inhibition, % at 5 µM; 300,000 compounds, 0.33% hits; AID 1899;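 active = inhibition above the mean of all tested compounds plus 3 SD, set per screening campaign, cut at about 45% in these data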
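Test system: GST/Flag-tagged HCV core106 proteins; Medium: KF-containing HEPES buffer, pH 7.45, DTT, CHAPS, BSA; Times: compound-protein-antibody incubation 4 h at 22.5 °C; Detection: TR-FRET 671 and 617 nm emission; Benchmarks: wells lacking GST-core106 and wells with excess unlabelled core106.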
PP5 primary – blocks human protein phosphatase 5 activity. AID 1987. inhibition, % at 6.7 µM. 320,000 compounds, 0.18% hits. purified PP5c, OMFP substrate fluorescence;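 active = inhibition above the campaign's mean inhibition across all tested compounds plus 3 SD, cut at about 9.5% in these data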;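 also: 0% = DMSO only and 100% = 100 µM cantharidin control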
CTSL1 counter – cathepsin L1 inhibition, PFM18AAP counter-screen. recombinant F. hepatica cathepsin L1, Z-Leu-Arg-MCA fluorescence. inhibition, % at 5.96 µM. 300,000 compounds, 0.49% hits. AID 1906;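 active = inhibition above the mean of all tested compounds plus 3 SD, set per screening campaign, cut at about 17% in these data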;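 also: 0% = plate median of test compound wells and 100% = 1 µM Z-Phe-Ala-diazomethylketone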
EBNA-1 inh – blocks EBNA-1 binding to DNA. AID 1950. EBNA-1 DNA binding, fluorescence polarization. 300,000 compounds, 0.34% hits. inhibition, % at 14.8 µM; in the data active = inhibition above about 28%
TPT1 inhibitor – inhibitors of Candida albicans tRNA 2'-phosphotransferase TPT1; recombinant caTPT1, FP RNA substrate dephosphorylation; inhibition, % at 5 µM; 300,000 compounds, 0.81% hits; AID 1962;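 active = inhibition above the mean of all tested compounds plus 3 SD, set per screening campaign, cut at about 24% in these data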;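 also: plate controls were DMSO alone for no effect and ferristatin control at 100 nM for full effect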
An asterisk follows results filed as active.

`CC(NC(=O)CNC(=O)C(Cc1ccccc1)NC(=O)OCc1ccccc1)C(N)=O` (centres undefined) gave Efflux pump mplx 0.0, PP1 inh 2, ZTA counter 11, PREPL inhibitor -5, HCV core dimer 4, PP5 primary 1.2, CTSL1 counter 0, EBNA-1 inh 6 and TPT1 inhibitor -1.
Cc1ccc(N(CC(=O)N2CCCCCC2)S(C)(=O)=O)cc1Cl was read as Efflux pump mplx 0.0, PP1 inh -5, ZTA counter -6, PREPL inhibitor -1, HCV core dimer -2, PP5 primary 1.1, CTSL1 counter -1, EBNA-1 inh 2 and TPT1 inhibitor -4.
O=C1Nc2ccc(Br)cc2C12NNc1ccccc1O2 (centres undefined) was read as Efflux pump mplx 0.9, PP1 inh 4, ZTA counter -15, PREPL inhibitor 42, HCV core dimer -21, PP5 primary 4.5, CTSL1 counter 4, EBNA-1 inh -10 and TPT1 inhibitor 83*.
Screening O=S(=O)(NCc1cccnc1)c1cccn1-c1ncc(C(F)(F)F)cc1Cl returned Efflux pump mplx -0.1, PP1 inh -2, ZTA counter -6, PREPL inhibitor 4, HCV core dimer -4, PP5 primary 0.1, CTSL1 counter -2, EBNA-1 inh 10 and TPT1 inhibitor 3.
`Cn1c(SCC(=O)NC2(C#N)CCCCC2)nnc1-c1cccnc1` gave Efflux pump mplx -0.2, PP1 inh 1, ZTA counter 9, PREPL inhibitor -1, HCV core dimer 6, PP5 primary 0.9, CTSL1 counter 0, EBNA-1 inh 15 and TPT1 inhibitor -1.
CC1(C)CC(=O)c2sc(NS(=O)(=O)c3ccc([N+](=O)[O-])cc3)nc2C1 was read as Efflux pump mplx -0.1, PP1 inh 0, ZTA counter 2, PREPL inhibitor -4, HCV core dimer 2, PP5 primary 2.3, CTSL1 counter 3, EBNA-1 inh -2 and TPT1 inhibitor -1.
For Cc1ccc(-c2cc(C(=O)NN3CCOCC3)c3cc(Br)ccc3n2)o1 the results were Efflux pump mplx -0.1, PP1 inh 0, ZTA counter -5, PREPL inhibitor 2, HCV core dimer 7, PP5 primary 0.1, CTSL1 counter -1, EBNA-1 inh -1 and TPT1 inhibitor 1.
For O=C(Nc1cccnc1)c1ccccc1NS(=O)(=O)c1ccc(F)cc1 the results were Efflux pump mplx 0.1, PP1 inh 0, ZTA counter -6, PREPL inhibitor 16, HCV core dimer -1, PP5 primary 0.8, CTSL1 counter 0, EBNA-1 inh 3 and TPT1 inhibitor -3.
Cc1ccc(S(=O)(=O)N2CCN(S(=O)(=O)N3CCC(C)CC3)CC2)cc1C was read as Efflux pump mplx -0.1, PP1 inh 4, ZTA counter 1, PREPL inhibitor -3, HCV core dimer 10, PP5 primary 0.6, CTSL1 counter 1, EBNA-1 inh 13 and TPT1 inhibitor 0.
For N#Cc1c(C(F)(F)F)cc(-c2ccccc2)nc1SCC(=O)N1CCOCC1 the results were Efflux pump mplx 0.0, PP1 inh 1, ZTA counter -14, PREPL inhibitor -4, HCV core dimer 0, PP5 primary 0.4, CTSL1 counter 3, EBNA-1 inh -7 and TPT1 inhibitor -1.
COC(CNC(=S)Nc1ccc([N+](=O)[O-])cc1)OC was read as Efflux pump mplx -0.1, PP1 inh -1, ZTA counter 2, PREPL inhibitor -1, HCV core dimer -6, PP5 primary 2.2, CTSL1 counter 1, EBNA-1 inh 3 and TPT1 inhibitor 1.
`O=C(N/C(=C/C=C\c1ccccc1)C(=O)N1CCOCC1)c1ccc(Br)cc1` gave Efflux pump mplx 0.2, PP1 inh -2, ZTA counter -11, PREPL inhibitor -14, HCV core dimer -6, PP5 primary 1.7, CTSL1 counter 3, EBNA-1 inh -2 and TPT1 inhibitor -2.
For COc1cccc(C(=O)/C=C/Nc2ccc(S(=O)(=O)Nc3nc(C)cc(C)n3)cc2)c1 the results were Efflux pump mplx -0.2, PP1 inh 0, ZTA counter -3, PREPL inhibitor -3, HCV core dimer -10, PP5 primary 3.2, CTSL1 counter 6, EBNA-1 inh 0 and TPT1 inhibitor 7.
`Clc1ccc(Cc2nnc(-c3ccccc3Br)o2)cc1` gave Efflux pump mplx 0.0, PP1 inh -2, ZTA counter -10, PREPL inhibitor 7, HCV core dimer -1, PP5 primary 1.8, CTSL1 counter 9, EBNA-1 inh -6 and TPT1 inhibitor 2.
CN1CCN(c2ccc(NC(=O)COc3ccccc3[N+](=O)[O-])cc2)CC1 was read as Efflux pump mplx 0.1, PP1 inh -1, ZTA counter 9, PREPL inhibitor 14, HCV core dimer 3, PP5 primary 1.3, CTSL1 counter 6, EBNA-1 inh 8 and TPT1 inhibitor -5.
CC(C)Oc1ccc(CC2CC(=O)NC2=O)cc1 (centres undefined) was read as Efflux pump mplx -0.1, PP1 inh 0, ZTA counter -14, PREPL inhibitor -4, HCV core dimer -7, PP5 primary 0.4, CTSL1 counter -1, EBNA-1 inh -8 and TPT1 inhibitor -4.
`CCCCOC(=O)Nc1ccc2c(C)cc(=O)oc2c1` gave Efflux pump mplx 0.0, PP1 inh -1, ZTA counter 8, PREPL inhibitor -1, HCV core dimer 7, PP5 primary -0.7, CTSL1 counter 0, EBNA-1 inh 8 and TPT1 inhibitor -3.
S=c1[nH]nc(-c2ccccn2)n1/N=C/c1cccc2ccccc12 was read as Efflux pump mplx -2.5, PP1 inh 0, ZTA counter 9, PREPL inhibitor -7, HCV core dimer -1, PP5 primary 0.5, CTSL1 counter 3, EBNA-1 inh 0 and TPT1 inhibitor -4.
For COc1cccc(/C=C/C(=O)Nc2ccc3[nH]c(=O)[nH]c3c2)c1 the results were Efflux pump mplx 0.1, PP1 inh 1, ZTA counter -31, PREPL inhibitor 9, HCV core dimer -2, PP5 primary 0.3, CTSL1 counter 0, EBNA-1 inh -7 and TPT1 inhibitor 4.
Cc1cccc(Cc2ncc(C(F)(F)F)cc2Cl)c1 was read as Efflux pump mplx -0.1, PP1 inh -1, ZTA counter 4, PREPL inhibitor -3, HCV core dimer -6, PP5 primary 2.9, CTSL1 counter -5, EBNA-1 inh 2 and TPT1 inhibitor -2.
For Cc1coc2c1c(C)cc1oc(=O)c(CC(=O)N[C@@H](CC(C)C)C(=O)O)c(C)c12 the results were Efflux pump mplx 0.0, PP1 inh -2, ZTA counter -4, PREPL inhibitor 5, HCV core dimer -6, PP5 primary 2.2, CTSL1 counter 2, EBNA-1 inh -8 and TPT1 inhibitor 2.
For CCn1cc(C(=O)N(CCC(C)C)c2c(N)n(Cc3ccccc3)c(=O)[nH]c2=O)c(=O)c2ccc(C)nc21 the results were Efflux pump mplx 0.2, PP1 inh -3, ZTA counter 3, PREPL inhibitor 5, HCV core dimer 1, PP5 primary -2.5, CTSL1 counter 2, EBNA-1 inh 9 and TPT1 inhibitor 0.
For CN(C(=O)COC(=O)c1ccc2[nH]c3c(c2c1)CCCC3)C1CCS(=O)(=O)C1 (centres undefined) the results were Efflux pump mplx 0.0, PP1 inh -5, ZTA counter 3, PREPL inhibitor 2, HCV core dimer -2, PP5 primary 2.9, CTSL1 counter -5, EBNA-1 inh 0 and TPT1 inhibitor 2.
c1ccc(C2(c3ccccc3)OCC(Cn3cncn3)O2)cc1 (centres undefined) was read as Efflux pump mplx 0.0, PP1 inh 0, ZTA counter -6, PREPL inhibitor -4, HCV core dimer -5, PP5 primary 0.7, CTSL1 counter -2, EBNA-1 inh -3 and TPT1 inhibitor 6.
For CSCC[C@H](NC(=O)OC(C)(C)C)c1nnc(SCC(=O)N(C)C)o1 the results were Efflux pump mplx 0.0, PP1 inh -4, ZTA counter 0, PREPL inhibitor -2, HCV core dimer -2, PP5 primary 1.0, CTSL1 counter -6, EBNA-1 inh -1 and TPT1 inhibitor 3.
For CCN(CC)C(=S)Oc1ccc(Cl)cc1Cl the results were Efflux pump mplx 0.4, PP1 inh -8, ZTA counter -5, PREPL inhibitor 11, HCV core dimer -2, PP5 primary 3.7, CTSL1 counter -1, EBNA-1 inh -1 and TPT1 inhibitor 1.
`COc1ccc(O)c(/C=N/n2c(-c3ccco3)csc2=Nc2cccnc2)c1` gave Efflux pump mplx -0.1, PP1 inh -3, ZTA counter 7, PREPL inhibitor 11, HCV core dimer 4, PP5 primary -0.1, CTSL1 counter 0, EBNA-1 inh -7 and TPT1 inhibitor -4.
For CN(C)c1cccc(C(=O)Nc2ccc3nc4n(c(=O)c3c2)CCCCC4)c1 the results were Efflux pump mplx -0.3, PP1 inh 4, ZTA counter 11, PREPL inhibitor 11, HCV core dimer -9, PP5 primary -0.8, CTSL1 counter 0, EBNA-1 inh 0 and TPT1 inhibitor -1.
COc1cc(NC(=S)Nc2ccc(S(=O)(=O)N3CCOCC3)cc2)cc(OC)c1OC was read as Efflux pump mplx 0.0, PP1 inh -4, ZTA counter 9, PREPL inhibitor 8, HCV core dimer -2, PP5 primary 1.4, CTSL1 counter 0, EBNA-1 inh -1 and TPT1 inhibitor 2.
Screening COC(=O)C(NC(=O)c1ccccc1Cl)(Nc1ncc(S(=O)(=O)c2ccc([N+](=O)[O-])cc2)s1)C(F)(F)F (centres undefined) returned Efflux pump mplx 0.3, PP1 inh 1, ZTA counter 17, PREPL inhibitor 20, HCV core dimer 14, PP5 primary 1.1, CTSL1 counter 0, EBNA-1 inh -1 and TPT1 inhibitor -2.
Cc1ccc(S(=O)(=O)Cc2ccccc2Cl)cc1 was read as Efflux pump mplx 0.3, PP1 inh -1, ZTA counter 4, PREPL inhibitor -9, HCV core dimer 6, PP5 primary -4.7, CTSL1 counter 6, EBNA-1 inh 7 and TPT1 inhibitor -2.
For O=C(Nc1ccc(C(=O)O)cc1)/C(=C\c1ccco1)NC(=O)c1ccccc1 the results were Efflux pump mplx 0.0, PP1 inh -4, ZTA counter 17, PREPL inhibitor 2, HCV core dimer -3, PP5 primary -2.3, CTSL1 counter 2, EBNA-1 inh 7 and TPT1 inhibitor 9.
O=C(Nc1nc(-c2ccccc2)cs1)c1cccs1 was read as Efflux pump mplx 0.1, PP1 inh 0, ZTA counter 9, PREPL inhibitor 3, HCV core dimer 10, PP5 primary 2.0, CTSL1 counter 3, EBNA-1 inh 12 and TPT1 inhibitor -4.
COc1cccc(SCC(=O)N2CCN(c3ccccc3)CC2)c1 was read as Efflux pump mplx 0.0, PP1 inh -8, ZTA counter -12, PREPL inhibitor -23, HCV core dimer 0, PP5 primary 0.7, CTSL1 counter -7, EBNA-1 inh -5 and TPT1 inhibitor -1.
CCOC(=O)C1CCN(Cc2c(O)c3ccccc3oc2=O)CC1 was read as Efflux pump mplx 0.1, PP1 inh 1, ZTA counter 3, PREPL inhibitor 2, HCV core dimer 3, PP5 primary 0.0, CTSL1 counter 3, EBNA-1 inh 4 and TPT1 inhibitor -4.
Screening Brc1ccc2[nH]c3c(c2c1)CCC3 returned Efflux pump mplx 0.0, PP1 inh -4, ZTA counter -7, PREPL inhibitor 4, HCV core dimer 3, PP5 primary -0.5, CTSL1 counter 0, EBNA-1 inh -8 and TPT1 inhibitor 0.
CCc1cc(C=NC2CCCCC2)c(O)s1 was read as Efflux pump mplx -0.2, PP1 inh -1, ZTA counter -18, PREPL inhibitor 14, HCV core dimer 0, PP5 primary 2.1, CTSL1 counter -2, EBNA-1 inh 4 and TPT1 inhibitor -4.

Bioassay records deposited in PubChem BioAssay by several laboratories.

The list is partial; the hit share may differ from the screen's.
